# Screening data as filed in PubChem.
# IL2 activator: activators of IL-2 | IL-2 activation reporter assay, cell-based qHTS; stimulated with anti-CD3/CD4/CD28 beads; in transgenic mouse T cells | activation, % (series mostly up to about 46 µM) | 360,000 tested, 0.065% active | AID 652025; in the data active = activation above about 50%; inconclusive = mostly about 30% to 49%; also: 0% is about no effect
#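 Readout is EGFP and DsRed signal by fluorescent plate cytometry after 18 h at 37 degrees C. Transgenic mouse T cells (750/well) received compound for 60 min before bead stimulation (anti-CD3, anti-CD4, anti-CD28); memory T cells served as non-tolerant control.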
# Abeta rescue: restores growth of yeast expressing A-beta42 peptide; 410,000 tested, 0.063% active; AID 1347071; Potency, µM (doses to about 46.1 µM), without a hit: top-dose growth rescue, usual class: activators; yeast expressing A-beta42, growth rescue, OD600, 48 h; response scale: 0% DMSO, 100% iron-clioquinol control; also: potency is read from the fitted curve at half-maximal effect; nearly all actives have a fitted effect of over 55% in size
#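 Yeast A-beta toxicity model in growth medium with pinned compounds, 48 h at 30 C; growth read as absorbance at 600 nm. Normalized to FeCl3/clioquinol equimolar mix (positive) and DMSO (negative).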
# WRN inhibitor: blocks human WRN helicase; Q14191; WRN helicase unwinding, fluorescent forked duplex, kinetic; Potency, µM (series often up to 114 µM), without a hit: top-dose activity change, negative = inhibition, most hits filed as inhibitors; 360,000 tested, 0.46% active; AID 651768; also: potency is read from the fitted curve at half-maximal effect; % is scaled to controls: 0 for no effect and ±100 for the full control effect; nearly all actives have a fitted effect of over 55% in size
#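 Screening of the MLSMR collection measured strand separation of a quenched forked DNA duplex (100 nM) by 20 nM WRN with 2 mM ATP, all final. Compounds were preincubated with enzyme 15 min at room temperature.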
# EPAC1 antag: blocks human EPAC1 exchange factor. O95398. EPAC1 GEF assay, Rap1b-BODIPY-GDP exchange fluorescence. Potency, µM (highest dose often 115 µM), for the others: at the highest dose activity change, negative = inhibition, actives largely listed as inhibitors. 360,000 tested, 0.14% active. AID 720709;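 also: potency is read from the fitted curve at half-maximal effect; plate controls were vehicle for no effect and positive control for full effect; nearly all actives have a fitted effect of over 50% in size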
# PI5P4K alpha inh: inhibitors of human PI5P4K alpha; P48426; PI5P4Kalpha enzyme, ADP-Glo luminescence, 60 min; active compounds read low; max response, %; 330,000 tested, 1.2% active; active = max response of -50% or lower; inconclusive = between -30% and -50%; inactive = -30% or higher; also: value at the top dose of about 77 µM; % is scaled to controls: 0 for no effect and ±100 for the full control effect
# Target sequence (P48426 whole entry, looked up): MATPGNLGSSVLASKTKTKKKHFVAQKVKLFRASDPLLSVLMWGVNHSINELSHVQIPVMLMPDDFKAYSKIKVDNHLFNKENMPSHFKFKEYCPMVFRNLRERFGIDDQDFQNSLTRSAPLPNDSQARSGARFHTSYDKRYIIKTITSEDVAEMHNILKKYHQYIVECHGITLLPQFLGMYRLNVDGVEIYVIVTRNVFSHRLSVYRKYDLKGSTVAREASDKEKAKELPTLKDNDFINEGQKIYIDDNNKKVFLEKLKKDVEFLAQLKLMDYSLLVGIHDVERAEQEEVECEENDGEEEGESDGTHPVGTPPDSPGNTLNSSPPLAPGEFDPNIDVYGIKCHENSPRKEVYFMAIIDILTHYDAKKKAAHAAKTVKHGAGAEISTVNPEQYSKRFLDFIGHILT
#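 Controls without substrate or without enzyme flank wells where PI5P4Kalpha converts substrate using 5 microM ATP (final). Incubation lasts 60 minutes at room temperature; ADP formed is read by ADP-Glo luminescence.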
# FUS suppressor: rescues growth of FUS-expressing yeast | S. cerevisiae FUS-expressing, growth rescue, OD600, 24 h | Potency, µM (doses to about 76.6 µM), for inactives: at the highest dose growth rescue (activation), usual class: activators | 390,000 tested, 0.24% active | AID 1347120;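 also: potency is read from the fitted curve at half-maximal effect; plate controls were DMSO vehicle for no effect and reference control for full effect; nearly all actives have a fitted effect of over 55% in size; some results filed as inactive show a strong effect at the top dose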
#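 Quantitative HTS measuring growth restoration of FUS-toxic yeast. Galactose-induced cells (OD 0.005) were exposed 24hr at 30C to compounds at several concentrations, then absorbance at 600 nm was recorded.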
# PLK1 PBD block: inhibitors of human PLK1 polo-box domain binding; P53350; 360,000 tested, 2.8% active; AID 720504; Plk1 PBD binding of FITC phosphopeptide, fluorescence polarization; Potency, µM, without a hit: max response, negative = inhibition, usual class: inhibitors; also: potency is read from the fitted curve at half-maximal effect; series mostly up to about 57 µM; % is scaled to controls: 0 for no effect and ±100 for the full control effect; nearly all actives have a fitted effect of over 65% in size
# Target sequence (P53350 whole entry, looked up, the tested form may be a part): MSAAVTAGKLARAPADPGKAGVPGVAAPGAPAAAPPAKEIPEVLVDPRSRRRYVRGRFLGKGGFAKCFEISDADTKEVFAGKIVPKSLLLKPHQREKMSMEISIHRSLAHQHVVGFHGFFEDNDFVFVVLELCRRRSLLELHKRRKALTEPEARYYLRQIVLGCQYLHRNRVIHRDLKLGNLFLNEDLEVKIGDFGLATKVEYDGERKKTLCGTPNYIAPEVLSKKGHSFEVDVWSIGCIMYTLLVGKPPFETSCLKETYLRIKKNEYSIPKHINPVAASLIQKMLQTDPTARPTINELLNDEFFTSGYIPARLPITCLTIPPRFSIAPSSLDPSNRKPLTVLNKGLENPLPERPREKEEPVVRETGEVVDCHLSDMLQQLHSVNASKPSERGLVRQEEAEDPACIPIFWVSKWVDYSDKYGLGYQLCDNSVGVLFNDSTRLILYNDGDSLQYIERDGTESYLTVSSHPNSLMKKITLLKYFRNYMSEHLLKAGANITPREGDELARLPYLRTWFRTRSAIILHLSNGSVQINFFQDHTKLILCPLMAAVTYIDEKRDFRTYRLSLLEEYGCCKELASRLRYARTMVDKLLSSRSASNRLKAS
# EPAC1 agonist: activates human EPAC1 exchange factor; 360,000 tested, 0.073% active; Potency, µM (titrated, usually from 154 µM), without a hit: top-dose activation, most hits filed as activators; O95398; EPAC1 agonist qHTS, biochemical assay; response scale: 100% = response to 6.5 mM cAMP; also: potency is read from the fitted curve at half-maximal effect; nearly all actives have a fitted effect of over 60% in size
#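 Nucleotide exchange assay: 100 nM EPAC1 with 250 nM Rap1B loaded with BODIPY-GDP and 50 uM GDP, room temperature. Fluorescence (480/540 nm) read every 5 min for 30 min; signal change normalized to 6.5 mM cAMP as full agonist.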
# Numbers without * were called inactive; ? = inconclusive; nt = not tested or not shown; & = joins results of further samples; [ ] = dose if it differs, or a comment. Unless noted, calls follow the shape of the dose curve; as a rule, active = well fitted curve in the direction sought with a large enough effect; inconclusive = small, poorly fitted or top-dose-only effect, or another doubt; inactive = no such curve, though single readings can be large; an effect the other way counts as inactive or inconclusive.
SMILES,IL2 activator,Abeta rescue,WRN inhibitor,EPAC1 antag,PI5P4K alpha inh,FUS suppressor,PLK1 PBD block,EPAC1 agonist
Cc1onc(-c2ccccc2)c1C(=O)OCc1nnc(-c2ccccc2)o1,-6.0,-8%,-15%,-12%,-10,17%,-4%,4%
CC(C)[C@H](NS(=O)(=O)c1ccc2c(c1)OCCO2)C(=O)OCC(=O)Nc1ccccc1Cl,1.6,0%,-8%,-17%,4,8%,-1%,4%
O=[N+]([O-])C(C1CCS(=O)(=O)C1)C1CCS(=O)(=O)C1 (stereo not given),-0.4,-14%,10%[57.1 µM],-7%,-10,-26%,-15%,-3%
O=C(CSc1nc2ccccc2o1)N1N=C(c2cccs2)CC1c1ccc(F)cc1 (stereo not given),-0.8,9%,-5%,-16%,8,-27%,-1%,13%
Cc1ccc(OCCCN2CCC(C(O)(c3ccccc3)c3ccccc3)CC2)cc1,-0.9,8%,-3%,-20%,9,16%&13%,-11%,18%
CC(=O)N1CCc2cc(S(=O)(=O)CCC(=O)O)ccc21,-0.1,2%,-5%,1%,3,-17%,-1%,6%
COc1ccc(COC(=O)c2ccc(Cl)c(S(=O)(=O)N3CCOCC3)c2)cc1F,-3.8,-13%,-26%,4%,13,nt,-11%,12%
CCCCN(C)c1c(C)nc2ccc(C(=O)NCc3cccs3)cn12,-0.6,-5%,2%[57.1 µM],-17%,0,-17%,-7%,-3%
CCOC(=O)C1=C(C)N2C(=C(C#N)[C@@H]1c1ccc(C(=O)OC)cc1)SC[C@@]2(O)C(C)(C)C,-2.9,6%,-3%,-13%,0,29%,-30%,8%
Cn1nccc1C(=O)NC1CCCc2c1cnn2-c1ccc(C(C)(C)C)cc1 (stereo not given),-1.1,-4%,1%,-9%,5,28%,4%,-15%
CC1(C)CC(=O)c2cc(C(=O)NC3CCSC3=O)c(=O)n(-c3ccc(Cl)cc3)c2C1 (stereo not given),-1.8,12%,-15%,?,-8,-5%,-11%,-31%[inhibitor]
Cc1cc2oc(=O)cc(C)c2c(=O)o1,-1.5,-11%,-6%,-7%,-2,nt,-7%,-6%
CCCCC1CCCOC(C(=O)NCCNCCO)(C(F)(F)F)C1 (stereo not given),2.7,-6%,-6%,-3%,3,7%,-2%,4%
CCOc1ccc(NC(=O)CN(C)C(=O)Cc2c(C)nc3ccccc3c2C)cc1OCC,0.7,2%,-28%,-12%,?,21%,-4%,2%
Fc1ccc(CNC(=S)NC2CCCCCC2)cc1,2.1,-13%,0%,10%,8,19%,-6%,11%
Nc1c(Cl)cc(Cl)cc1C(=O)OCC(=O)N1CCOCC1,2.5,4%,12%,-1%,-20,-25%,-14%,2%
CCn1c(SCC(=O)Nc2nc(-c3ccc(C)cc3)cs2)nnc1-c1ccccc1O,-0.3,24%,-31%,?,-28,-1%,-12%,18%
Cc1n[nH]c(C)c1S(=O)(=O)N1CCCC(C(=O)NC2CCCCC2)C1 (stereo not given),0.5,3%,1%,-17%,7,-8%,-9%,-14%
CCC(C)NC(=O)CSc1nnc(-c2ccc(OC)c(OC)c2)c(-c2ccc(OC)c(OC)c2)n1 (stereo not given),-0.4,2%,-6%,-2%,1,-12%,-4%,11%
COc1ccc(C(=O)C2CCCN(Cc3sc(N4CCCC4)nc3Cl)C2)c(OC)c1 (stereo not given),-0.7,5%,-6%,0%,2,-16%,-4%,-5%
CN(C(=O)C1CCCO1)c1nnc(-c2ccncc2)s1 (stereo not given),-2.2,-6%,10%,12%,-7,14%,-3%,-4%
CCC(=O)Nc1c2c(nn1-c1ccc(C)cc1C)CSC2,-2.5,-21%,-3%,17%,nt,34%,-8%,-4%
O=C(CNCCc1ccc(F)cc1)Nc1cc(F)ccc1F,2.7,5%,3%,6%,8,-27%,-5%,7%
S=c1[nH]nc(COc2ccccc2)n1/N=C/c1ccc(Cl)cc1Cl,-7.4,-1%,-5%,-8%,4,21%,?,-9%

# Compound profiles (already shown).
# COc1ccc(C(=O)C2CCCN(Cc3sc(N4CCCC4)nc3Cl)C2)c(OC)c1 (stereo not given) is entered as IL2 activator: -0.7; Abeta rescue: 5%; WRN inhibitor: -6%; EPAC1 antag: 0%; PI5P4K alpha inh: 2; FUS suppressor: -16%; PLK1 PBD block: -4%; EPAC1 agonist: -5%
# CCCCC1CCCOC(C(=O)NCCNCCO)(C(F)(F)F)C1 (stereo not given) is entered as IL2 activator: 2.7; Abeta rescue: -6%; WRN inhibitor: -6%; EPAC1 antag: -3%; PI5P4K alpha inh: 3; FUS suppressor: 7%; PLK1 PBD block: -2%; EPAC1 agonist: 4%

# More records
SMILES,IL2 activator,Abeta rescue,WRN inhibitor,EPAC1 antag,PI5P4K alpha inh,FUS suppressor,PLK1 PBD block,EPAC1 agonist
C=CCN(c1ccccc1C(=O)O)S(=O)(=O)c1ccc(NC(=O)OC)cc1,3.1,-4%,-1%,-2%,-5,-1%,4%,7%
COc1ccc(C2=NO[C@@H]3C(=O)N(c4ccc5c(c4)OCCO5)C(=O)[C@H]23)cc1OC,0.0,-30%,-5%,-5%,-6,18%,-8%,0%
Cc1ccc(C(c2nnnn2C2CCCC2)N2CCc3ccccc32)cc1 (stereo not given),-0.4,3%,-6%,-25%,12,nt,-7%,-3%
CCOC(=O)C(=O)N(C)c1c(CC)nc2c(OCc3ccc(OC(F)F)cc3)cccn12,0.1,22%,-4%,-5%,4,8%,-3%,1%
O=C(CCS(=O)(=O)c1ccc(Cl)cc1)OCC(=O)N1CCCCC1,0.2,3%,-15%,-20%,5,-8%,-7%,2%
O=C(O)c1ccccc1C(=O)c1cccc2c(F)cccc12,0.0,1%,-1%,-3%,-5,nt,-6%,-8%
CCC(=O)Nc1cccc(-c2cn3ccsc3n2)c1,-0.4,6%,-10%,4%,2,-6%,0%,10%
Cc1cccc(NC(=S)N(CCN(C)C)C(C)c2ccco2)c1 (stereo not given),0.1,11%,1%,-1%,2,nt,-4%,-5%
CC1(CCc2ccccc2)NC(=O)N(CC(=O)Nc2ccc(OC(F)F)cc2)C1=O (stereo not given),-0.2,11%,-6%,-2%,1,nt,4%,7%
O=C(O)c1ccc(S(=O)(=O)Nc2ccc3c(c2)OCCO3)cc1,1.5,15%,-16%,0%,6,-1%,-9%,-4%
CSc1ccc(S(=O)(=O)NCC(=O)OCC(=O)NC2(C#N)CCCCC2)cc1[N+](=O)[O-],0.8,-2%,-9%,0%,2,6%,-1%,-2%
Cc1cc(C(F)(F)F)c(C#N)c(N2CCOCC2)n1,-0.5,2%,-5%,5%,?,-31%,3.4µM*,-6%
O=C(CCc1c[nH]c2ccccc12)NCC1CCCO1 (stereo not given),1.6,21%,3%,-29%,-3,-14%,-1%,12%
Cc1cc(C)c2c(n1)nn1c(N3CCN(c4ccccc4C)CC3)cc(C)nc21,0.7,0%,0%,-27%,3,14%,-5%,0%
COc1ccc(C(=O)NCC(C)C)c(OC)c1,-2.6,5%,-7%,-11%,7,1%,-22%,-6%
O=C(CCC1CCCCC1)NCc1ccc(F)cc1,-5.3,-12%,-15%,0%,-4,nt,-2%,-11%
O=C(NCc1ccccc1)Nc1cccn(Cc2c(F)cccc2Cl)c1=O,0.3,2%,0%,-3%,0,-13%,3%,17%
CSCC(C)N1CCC(CCC(=O)NC2CC2)CC1 (stereo not given),-0.2,-14%,7%,-22%,-4,-6%,4%,-5%
N#Cc1c2n(c(=S)n(-c3ccccc3)c1=O)CCCCC2,-0.4,-11%,-10%,-6%,2,-1%,4%,0%
C#CCn1c2ccccc2c(=O)n1CCOc1ccccc1OC,1.0,-6%,3%,5%,4,-8%,1%,-8%
CCN(CC)CCNC(=O)c1cc2c(=O)n(C)c3ccccc3c2s1,0.1,-20%,43%[activator],51%[activator],-1,25%,-12%,2%
Cc1cc(C)c(NS(=O)(=O)c2ccccc2)c(C)c1,-0.3,?,0%,-10%,3,5%,-3%,7%
CCCc1cc(=O)[nH]c(SCC(N)=O)n1,0.0,-2%,7%,10%,0,-11%,-18%,1%
COc1cc2c3c(c1OC)C1(C=CC(=O)C=C1)CC3N(C(=O)c1ccccc1)CC2 (stereo not given),-3.6,-5%,6%,-3%,nt,22%,-3%,2%
COc1ccc(NC(=O)c2nn(C34CC5CC(CC(C5)C3)C4)cc2[N+](=O)[O-])cc1,0.0,-11%,-32%,7%,4,nt,-6%,-6%
Cn1c(=O)cc(C(=O)N/N=C/c2ccc(F)cc2)[nH]c1=O,1.7,8%,-6%,-3%,-5,-7%,-3%,-3%
C1CCCCCC2(CCCCC1)OCC(CN1CCOCC1)O2 (stereo not given),-3.7,-17%,-8%,-8%,23,nt,4%,2%
COc1cc(/C=C2/SC(=S)N(C)C2=O)ccc1OC(=O)c1ccco1,2.5,-1%,-23%,13%,1,1%,25%,4%
CN1C(=O)c2ccccc2C(C(=O)O)C1c1cccc(F)c1 (stereo not given),0.7,2%,3%,0%,5,-1%,30µM*,15%
Cc1c(NC(=O)CN(C)CC(=O)Nc2ccc(F)c(F)c2F)c(=O)n(-c2ccccc2)n1C,-2.2,-6%,5%,-4%,0,nt,3%,-10%

# Gathered by group: the compounds so far with a Cl atom (eight)
SMILES,IL2 activator,Abeta rescue,WRN inhibitor,EPAC1 antag,PI5P4K alpha inh,FUS suppressor,PLK1 PBD block,EPAC1 agonist
CC(C)[C@H](NS(=O)(=O)c1ccc2c(c1)OCCO2)C(=O)OCC(=O)Nc1ccccc1Cl,1.6,0%,-8%,-17%,4,8%,-1%,4%
COc1ccc(COC(=O)c2ccc(Cl)c(S(=O)(=O)N3CCOCC3)c2)cc1F,-3.8,-13%,-26%,4%,13,nt,-11%,12%
CC1(C)CC(=O)c2cc(C(=O)NC3CCSC3=O)c(=O)n(-c3ccc(Cl)cc3)c2C1 (stereo not given),-1.8,12%,-15%,?,-8,-5%,-11%,-31%[inhibitor]
Nc1c(Cl)cc(Cl)cc1C(=O)OCC(=O)N1CCOCC1,2.5,4%,12%,-1%,-20,-25%,-14%,2%
COc1ccc(C(=O)C2CCCN(Cc3sc(N4CCCC4)nc3Cl)C2)c(OC)c1 (stereo not given),-0.7,5%,-6%,0%,2,-16%,-4%,-5%
S=c1[nH]nc(COc2ccccc2)n1/N=C/c1ccc(Cl)cc1Cl,-7.4,-1%,-5%,-8%,4,21%,?,-9%
O=C(CCS(=O)(=O)c1ccc(Cl)cc1)OCC(=O)N1CCCCC1,0.2,3%,-15%,-20%,5,-8%,-7%,2%
O=C(NCc1ccccc1)Nc1cccn(Cc2c(F)cccc2Cl)c1=O,0.3,2%,0%,-3%,0,-13%,3%,17%
